# BRCT inh red = qHTS Assay for Inhibitors of BRCT-Phosphoprotein Interaction (Red Fluorophore); Breast cancer type 1 susceptibility protein (Homo sapiens), P38398; BRCT-phosphopeptide binding, red fluorescence polarization; Potency, µM (titrated, usually from 76.9 µM), inactives show top-dose activity change, negative = inhibition, most hits filed as inhibitors; 0.03% of 75,000 active; AID 892, 2007; also: % is scaled to controls: 0 for no effect and ±100 for the full control effect
#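 Rhodamine-labelled pBACH1 10-mer (100 nM) bound to BRCT domain (100 nM) at pH 7.3; compounds incubated 12 min room temperature, polarization read. Free peptide defines full inhibition; unlabelled decapeptide titrated as control.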
# Fluorescein fluor = qHTS Assay for Spectroscopic Profiling in Fluorescein Spectral Region; Compound autofluorescence, 480/540 nm, fluorescein-equivalent; hits give high values; AID 593, 2007; 0.91% of 59,000 active; max fluorescein-equivalent concentration, M; in the data active = max fluorescein-equivalent concentration above about 10 nM; inconclusive = between about 1.1 nM and that limit
#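 First, buffer (100 mM Tris, pH 8.0) dispensed; second, compounds and fluorescein standards pinned in; third, 15 min room-temperature incubation; finally, imaging at ex 480 nm/em 540 nm. Fluorescence normalized against the six-point fluorescein curve.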
# Epigenetic mod = qHTS Assay for Epigenetic Modulators. mouse C127i GFP locus derepression, cytometry, 30 h. Potency, µM (highest dose often 46.1 µM), without a hit: at the highest dose GFP derepression (activation). 0.09% of 68,000 active; also: % of control where 0% means no effect
#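 Read-out is the number of GFP-positive cells, scored as fluorescent objects 20 to 120 um wide, reflecting derepression of a silenced CMV-GFP reporter in murine C127i cells after 30 h compound exposure at 37 C.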
# A350 autofl = qHTS Assay for Spectroscopic Profiling in A350 Spectral Region; Compound autofluorescence, 340/450 nm, Alexa 350 dye-equivalents; hits give high values; max dye-equivalent concentration, M; 11% of 59,000 active; AID 590, 2007; in the data active = max dye-equivalent concentration above about 10 nM; inconclusive = mostly about 1.1 nM to 9.6 nM
# HEK293 cAMP cs = qHTS Assay for Agonists of the Thyroid Stimulating Hormone Receptor: Activators of Intracellular cAMP Concentrations in Parental HEK 293; parental HEK293 CNG cAMP sensor, membrane potential fluorescence; Potency, µM (series often up to 57.1 µM), for the others: top-dose activation, most hits filed as activators; 2.5% of 73,000 active; AID 938, 2007; also: potency is read from the fitted curve at half-maximal effect; % of control where 0% means no effect; nearly all actives have a fitted effect of over 55% in size
#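 Parental HEK 293 cells stably expressing a modified CNG channel (no TSHR) report cAMP rise as membrane depolarization. Membrane potential dye with 100 uM RO 20-1724 was loaded for 60 min at room temperature, then compound added for 30 min; fluorescence read at 590 nm.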
# 4-MU autofl = qHTS Assay for Spectroscopic Profiling in 4-MU Spectral Region | AID 589, 2007 | 11% of 59,000 active | compound autofluorescence, 340/450 nm, 4-MU equivalents; hits give high values | max dye-equivalent concentration, M; in the data active = max dye-equivalent concentration above about 10 nM; inconclusive = mostly about 1.1 nM to 9.6 nM
#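 Compounds in 100 mM Tris, pH 8.0, sat 15 min at room temperature before fluorescence was read at 340 nm excitation/450 nm emission; a per-plate six-point 4-MU standard curve converted signals to dye-equivalent concentration at each compound concentration.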
# Caspase-1 inhib = qHTS Assay for Allosteric/Competitive Inhibitors of Caspase-1. Potency, µM (highest dose often 57.5 µM), without a hit: top-dose activity change, negative = inhibition, actives largely listed as inhibitors. Caspase-1 enzyme, Ac-WEHD-AFC fluorogenic rate. 0.03% of 75,000 active. AID 900, 2007;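 also: potency is read from the fitted curve at half-maximal effect; plate controls were vehicle for no effect and no substrate for full effect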
# USP2a inhib = qHTS Assay for Inhibitors of Ubiquitin-specific Protease USP2a; AID 927, 2007; 0.1% of 60,000 active; Potency, µM (titrated, usually from 38.3 µM), inactives show top-dose activity change, negative = inhibition, most hits filed as inhibitors; USP2a enzymatic assay, qHTS inhibition;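 also: potency is read from the fitted curve at half-maximal effect; nearly all actives have a fitted effect of over 60% in size; plate controls were DMSO for no effect and NEM full inhibition control for full effect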
#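 USP2 core (20 nM final) was preincubated with compound for 30 min at RT in 20 mM Tris-HCl pH 8.0, 2 mM CaCl2, 2 mM beta-mercaptoethanol; Ub-PLA2 (20 nM) plus NBD C6-HPC (20 uM) then added, fluorescence read after 2.5 h.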
# BRCT PPI green = qHTS Assay for Inhibitors of BRCT-Phosphoprotein Interaction (Green Fluorophore); BRCA1 BRCT-phosphopeptide binding, green fluorescence polarization; Potency, µM (titrated, usually from 76.9 µM), inactives show at the highest dose activity change, negative = inhibition, usual class: inhibitors; 0.05% of 75,000 active; AID 875, 2007;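 also: potency is read from the fitted curve at half-maximal effect; plate controls were peptide without protein for full effect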
#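 Compounds were incubated for 12 min at room temperature with a complex of 100 nM fluorescein-tagged pBACH1 decapeptide and 250 nM His-tagged BRCT protein. Buffer was phosphate pH 7.3 with EDTA, DTT and Tween 20. Disruption of binding lowers the polarization signal.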
# Ub-GFP proteasome = Ubiquitin-GFP Assay | Potency, µM (top dose mostly 45.9 µM), for inactives: at the top dose activation (GFP accumulation), actives largely listed as activators | AID 526, 2006 | 67,000 tested, under 10 active | Ubiquitin-GFP reporter cells, proteasome inhibition, GFP fluorescence; response scale: untreated = 0%, 10 µM MG-132 = 100%; active = well fitted activation curve with a large enough effect, not every such curve was filed as active; inconclusive = small, poorly fitted or top-dose-only effect, or another doubt; inactive = no such curve, though single readings can be large or run the other way; also: potency is read from the fitted curve at half-maximal effect
#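 Proteasome blockade was scored as a rise in GFP-expressing U2OS cells carrying a ubiquitin(G76V)-GFP construct, imaged after 4 hr compound treatment at 37 °C across a 46 uM–2.9 nM series.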
# Casp7 inh = qHTS Assay for Allosteric/Competitive Inhibitors of Caspase-7. P55210. recombinant caspase-7, Ac-DEVD-AFC fluorescence rate. Potency, µM (top dose mostly 57.5 µM), without a hit: top-dose activity change, negative = inhibition, most hits filed as inhibitors. 0.02% of 75,000 active. AID 889, 2007; active = well fitted inhibition curve with a large enough effect in the main read-out, with a control signal flat, not every such curve was filed as active; inconclusive = small, poorly fitted or top-dose-only effect, or a change in a side signal; also: potency is read from the fitted curve at half-maximal effect; % of control where 0% means no effect
# An asterisk follows results filed as active; i = inactive; ? = inconclusive; nt = no result given; [ ] = remark or other dose. Unless noted, calls follow the shape of the dose curve; as a rule, active = well fitted curve in the direction sought with a large enough effect; inconclusive = small, poorly fitted or top-dose-only effect, or another doubt; inactive = no such curve, though single readings can be large; an effect the other way counts as inactive or inconclusive. Only part of the results is shown, so the mix of outcomes need not match the whole.
SMILES,BRCT inh red,Fluorescein fluor,Epigenetic mod,A350 autofl,HEK293 cAMP cs,4-MU autofl,Caspase-1 inhib,USP2a inhib,BRCT PPI green,Ub-GFP proteasome,Casp7 inh
COc1ccc(-c2cc(C(F)(F)F)n3nc(C(=O)O)nc3n2)cc1,-2.3%,i,-2%,2.2e-07M*,-3%,1.8e-07M*,?,5%,-4.7%,4%,-22%
Oc1c(CN2CCc3ccccc3C2)cc(Cl)c2cccnc12,0.3%,nt,nt,nt,1%,nt,-6%,nt,-0.7%,1%,-3%
CCOC(=O)C1=C(C)N(C)C(C)=C(C(=O)OCC)C1c1ccccn1,2.4%,nt,5%,nt,9%,nt,-3%,7%,1.8%,-3%,-2%
O=C(Cn1nnc(-c2ccccc2NC(=O)c2cccs2)n1)Nc1ccccc1,-1.2%,i,10%,1.1e-08M*,9%,?,-4%,-9%,-3.9%,0%,-1%
CCCC[C@@H]1C[C@H]1C(NC(=O)c1ccccc1)c1ccc(-c2ccccc2)cc1 (stereo partly drawn),-1.0%,nt,nt,nt,21%,nt,0%,nt,-2.2%,nt,2%
NC(=O)C[C@H](NC(=O)Cc1ccc(O)cc1O)C(=O)O,0.8%,nt,1%,nt,3%,nt,2%,nt,-3.1%,-5%,1%
O=C(c1ccc(Br)o1)N1CCN(C/C=C/c2ccccc2)CC1,0.7%,i,-1%,i,6%,i,-1%,13%,2.1%,-9%,0%
Cc1ccc(C2C(C#N)=C(N)Oc3n[nH]c(C)c32)cc1 (stereo not drawn),-0.7%,i,1%,i,22%,i,-1%,-2%,-2.1%,2%,1%
Cc1[nH]nc2c1C1(CCOC1C)C(C#N)=C(N)O2 (stereo not drawn),-0.5%,i,0%,i,-2%,i,-1%,1%,-1.3%,7%,-1%
CCS(=O)(=O)N1CCN(C(C)CCc2ccccc2)CC1 (stereo not drawn),-0.6%,nt,-2%,nt,9%[11.4 µM],nt,0%,1%[7.66 µM],0.4%,-14%[9.17 µM],1%
CC(=O)c1cc2c(cc1NC(=O)c1ccc(-n3nc(C)cc3C)cc1)OCO2,-0.1%,i,0%,7.2e-07M*,?,6.6e-07M*,-9%,44%[activator],-0.2%,3%,-1%
COc1ccc(-c2nc3oc4cc(OC)ccc4c(=O)c3c(=O)n2Cc2ccco2)cc1,-5.7%,i,-1%,?,24%,?,-1%,46%[activator],-1.5%,0%,-9%
CN1CCN(c2ccc(C(=O)c3ccc(F)cc3)cc2)CC1,0.4%,nt,2%,nt,12%[11.4 µM],nt,1%,-9%[7.66 µM],-4.9%,8%[9.17 µM],0%
Cc1ccc(NC2=CC(=O)CCC2)cc1C,1.2%,?,0%,i,1%,i,-7%,4%,-1.0%,-4%,-4%
CCOc1cc(C(=S)N2CCN(C)CC2)ccc1OCC(=O)N1CCOCC1,0.7%,?,0%,?,1%,i,-1%,-6%,-0.7%,0%,-2%
CCOC(=O)C1CCCN(c2nc(C)nc3c2oc2ccccc23)C1 (stereo not drawn),-1.5%,i,3%,i,11%,i,-3%,-11%,-7.9%,-4%,-1%
CCOC(=O)Nc1ccc(S(=O)(=O)Nc2cc(C)on2)cc1,-1.4%,i,0%,i,4%,i,-1%,-5%,0.4%,-1%,1%
O=C(CN1C(=O)COc2ccc(Cl)cc21)N1CCc2ccccc21,-0.1%,i,-2%,i,20%,i,-5%,8%,-3.1%,-3%,1%
CC(=O)c1cccc(-n2c(CCC(=O)O)ccc2-c2cccs2)c1,-1.3%,i,5%,i,9%,i,-5%,24%,1.4%,4%,-12%
CCN(CC)c1ccc(C2NC(=O)NC(C)=C2C(=O)Nc2ccccc2)cc1 (stereo not drawn),-0.7%,?,0%,i,-4%,i,-7%,nt,-0.1%,2%,-3%
COc1cc(/C=N/n2cnnc2)ccc1OCCOc1ccccc1,-1.2%,nt,0%,nt,0%[11.4 µM],nt,0%,12%[7.66 µM],-1.6%,4%[9.17 µM],1%
CN1CCN(c2nc3c(c(=O)[nH]c(=O)n3C)n2Cc2cccc3ccccc23)CC1,0.6%,i,2%,i,?,i,0%,9%,-1.3%,0%,1%
CCOc1ccc(Cn2nnc(C(=O)Nc3cc(OC)cc(OC)c3)c2N)cc1,-0.5%,nt,nt,nt,3%,nt,-3%,nt,-1.2%,-16%,-2%
CCOC(=O)C(C(C)=O)c1c(Br)c(O)c(O)c2c(C(=O)c3ccc(C)cc3)coc12 (stereo not drawn),-0.2%,?,11%,i,14%,i,-2%,-16%,1.7%,-4%,-3%
O=C1SC(c2ccccc2)=N/C1=C/c1ccco1,-0.5%,i,2%,i,8%,i,-9%,27%,-0.8%,16%,-16%
O=C(CSc1nccn1-c1ccc(F)cc1)Nc1ccc2c(c1)OCO2,0.1%,i,7%,i,6%,i,-2%,15%,-1.1%,4%,1%
CCCSc1nnc2[nH]c(=O)cc(N)n12,0.9%,i,3%,i,5%,i,0%,-2%,-1.3%,-3%,-2%
CCOC(=O)c1c(-c2ccc(C)o2)csc1NC(=O)CN1CCN(CC)CC1,-1.9%,?,0%,i,22%,i,-1%,31%[activator],2.0%,0%,1%
CCOC(=O)c1ccc(NC(=O)CSc2nnc(CNC(=O)c3ccccc3F)o2)cc1,-0.7%,i,2%,i,-13%,i,2%,11%,0.0%,0%,-2%
CCN(CC)S(=O)(=O)c1ccc(NC2c3ncccc3C(=O)N2Cc2ccccc2)cc1 (stereo not drawn),-1.0%,i,2%,1.2e-08M*,8%,1.2e-08M*,6%,2%,-0.4%,13%,-1%

# Four entries from above, tab-delimited:
SMILES	BRCT inh red	Fluorescein fluor	Epigenetic mod	A350 autofl	HEK293 cAMP cs	4-MU autofl	Caspase-1 inhib	USP2a inhib	BRCT PPI green	Ub-GFP proteasome	Casp7 inh
CCOC(=O)C(C(C)=O)c1c(Br)c(O)c(O)c2c(C(=O)c3ccc(C)cc3)coc12 (stereo not drawn)	-0.2%	?	11%	i	14%	i	-2%	-16%	1.7%	-4%	-3%
CCN(CC)c1ccc(C2NC(=O)NC(C)=C2C(=O)Nc2ccccc2)cc1 (stereo not drawn)	-0.7%	?	0%	i	-4%	i	-7%	nt	-0.1%	2%	-3%
CCOC(=O)Nc1ccc(S(=O)(=O)Nc2cc(C)on2)cc1	-1.4%	i	0%	i	4%	i	-1%	-5%	0.4%	-1%	1%
CCN(CC)S(=O)(=O)c1ccc(NC2c3ncccc3C(=O)N2Cc2ccccc2)cc1 (stereo not drawn)	-1.0%	i	2%	1.2e-08M*	8%	1.2e-08M*	6%	2%	-0.4%	13%	-1%

# Further structures follow.
SMILES,BRCT inh red,Fluorescein fluor,Epigenetic mod,A350 autofl,HEK293 cAMP cs,4-MU autofl,Caspase-1 inhib,USP2a inhib,BRCT PPI green,Ub-GFP proteasome,Casp7 inh
O=S1(=O)CC(NCc2ccccc2)C(Nc2ccc(Cl)cc2)C1 (stereo not drawn),0.2%,i,0%,i,3%,i,-1%,2%,-1.7%,0%,-1%
CC(=O)OCc1cc2cccc(C)c2[nH]c1=O,-0.4%,i,3%,?,1%,?,0%,3%,1.8%,3%,1%
O=c1oc2ccccc2n1CSc1nc2ccccc2s1,-3.4%,?,0%,?,25µM*,1.5e-08M*,-3%,-12%,-1.1%,17%,-3%
CCOC(=O)Nc1ccc2c(c1)N(C(=O)OC)c1ccccc1CC2,1.6%,i,2%,i,20%,i,-3%,26%,1.4%,18%,-2%
CC(c1ccccc1)C1CC(=O)N(Cc2ccco2)C1=O (stereo not drawn),-0.5%,i,1%,i,1%,i,-1%,5%,-1.6%,8%,0%
Cc1cc(C)nc(-n2nc(C)cc2NC(=O)c2ccc3c(c2)OCO3)n1,1.2%,?,1%,i,-3%,i,3%,4%,-1.4%,5%,-1%
COCC(C)n1c(C)cc(C(=O)COC(=O)c2c(NC(C)=O)sc(C)c2C)c1C (stereo not drawn),-1.5%,?,1%,i,4%,i,0%,-5%,-2.3%,1%,0%
O=C(CCN1C(=O)C2C3C=CC(C3)C2C1=O)Nc1ccc2c(c1)OCO2 (stereo not drawn),0.0%,i,0%,i,20%[2.29 µM],i,-1%,4%,-4.0%,-4%,-2%
COc1cccc(C2NC(=O)NC(C)=C2C(=O)Nc2ccccc2C)c1 (stereo not drawn),-0.6%,nt,2%,nt,-2%,nt,-2%,-2%,-0.1%,-9%,1%

# Screening data: PubChem, National Center for Advancing Translational Sciences (NCATS)
